PMI act satM6P = activators of human phosphomannose isomerase at near-saturating mannose 6-phosphate; 190,000 tested, 0.34% active; P34949; activation factor at 20 µM; coupled PMI enzyme assay, resazurin fluorescence, 20 min; hits give high values; 1 = untreated enzyme, 0 = substrate-free blank;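 active = activation factor of 2 or more at 20 µM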
Target sequence (P34949 whole entry, looked up): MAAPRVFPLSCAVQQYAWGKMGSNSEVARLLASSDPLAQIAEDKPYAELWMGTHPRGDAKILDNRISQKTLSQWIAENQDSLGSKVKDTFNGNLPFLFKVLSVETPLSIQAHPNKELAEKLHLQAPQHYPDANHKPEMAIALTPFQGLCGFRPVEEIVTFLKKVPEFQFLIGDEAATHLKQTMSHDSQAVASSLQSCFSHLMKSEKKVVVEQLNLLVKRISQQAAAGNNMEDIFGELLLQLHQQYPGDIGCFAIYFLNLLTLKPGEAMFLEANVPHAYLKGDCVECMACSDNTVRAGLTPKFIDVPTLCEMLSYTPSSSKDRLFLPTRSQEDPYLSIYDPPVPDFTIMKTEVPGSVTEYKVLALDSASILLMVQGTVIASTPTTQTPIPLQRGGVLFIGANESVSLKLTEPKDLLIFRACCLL
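Test system: human phosphomannose isomerase with PGI, G6PDH, diaphorase coupling enzymes; amount: 15 ng/mL PMI; incubation: enzyme reaction with compound 20 min at room temperature; technique: resorufin fluorescence (Ex 544/Em 590 nm) from resazurin via diaphorase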
FLuc stim CS = firefly luciferase counter-screen for stimulation assays. AID 1027. 200,000 tested, under 10 active. ATPlite luciferase biochemical, luminescence, 10 min; 0 = ATP-free wells, 1 = DMSO control. P08659. activation factor at 10 µM;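 active = luciferase activation factor, scaled between plate controls, of at least 2 with compound at 10 µM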
Target sequence (P08659 whole entry, looked up): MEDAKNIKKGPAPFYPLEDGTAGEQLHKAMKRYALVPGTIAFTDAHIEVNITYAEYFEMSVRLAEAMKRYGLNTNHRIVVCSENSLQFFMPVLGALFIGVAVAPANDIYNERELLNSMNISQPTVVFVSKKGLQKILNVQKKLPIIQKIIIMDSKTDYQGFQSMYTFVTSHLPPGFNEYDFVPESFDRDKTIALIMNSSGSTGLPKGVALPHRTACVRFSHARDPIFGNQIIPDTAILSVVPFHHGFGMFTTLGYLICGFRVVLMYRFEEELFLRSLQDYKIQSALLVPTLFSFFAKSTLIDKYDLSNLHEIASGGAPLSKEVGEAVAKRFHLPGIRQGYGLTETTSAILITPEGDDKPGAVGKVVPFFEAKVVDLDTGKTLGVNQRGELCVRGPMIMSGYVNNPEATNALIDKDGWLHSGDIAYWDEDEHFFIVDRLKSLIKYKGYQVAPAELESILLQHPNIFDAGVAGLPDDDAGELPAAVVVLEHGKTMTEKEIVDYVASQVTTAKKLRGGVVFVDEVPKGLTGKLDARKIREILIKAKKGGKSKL
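Assay system – cell-free luciferase reagent · Medium – PBS-based ATP solution · Dosing – test compounds dosed from 2 mM stocks in 100% DMSO · Timing – 10 min, room temperature · Technique – light output (luminescence) · Measure – luminescence gain marking luciferase activators · Controls – No-ATP low control, compound-free enzyme-plus-ATP high control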
Efa HMGR inh = blocks class II HMG-CoA reductase of Enterococcus faecalis; inhibition, % at 10 µM; 190,000 tested, 0.41% active; AID 1066; purified E. faecalis HMGR, NADPH absorbance 340 nm kinetic;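 active = inhibition above a set limit, the median over all tested compounds plus 3 SD, cut at about 9.5% in these data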;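 also: enzyme runs in reverse so mevalonate oxidation gives rising NADPH absorbance; 0% = complete reaction with DMSO and 100% = background rate lacking mevalonate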
TNAP act hi DEA = TNAP (human) activation, high acceptor; 200,000 tested, under 10 active; P05186; activation factor at 20 µM; purified TNAP, CDP-star luminescence, 1 M DEA, 30 min; hits give high values; 0 = EDTA background, 1 = DMSO-only activity; AID 1136;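 active = activation factor at least 2 at 20 µM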
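Test system – human TNAP · Doses – 20 µM single point · Incubation – 30 min, room temperature · Signal – luminescent substrate turnover signal · Read-out basis – activation factor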
G6PDH counter = counter-screen for G6PDH assay hits: L. mesenteroides G6PDH inhibition; Purified L. mesenteroides G6PDH, diaphorase/resazurin coupled fluorescence, 45 min; inhibition, % at 5 µM; 200,000 tested, 0.12% active; in the data active = inhibition above about 50%
PMI activator = increases human mannose-6-phosphate isomerase activity. P34949. purified human PMI, coupled resazurin fluorescence, 20 min; hits give high values; 1 = vehicle control, 0 substrate-free wells. activation factor at 20 µM. 190,000 tested, 0.005% active. AID 1214;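 active = activation factor of 2 or more at 20 µM, relative to plate controls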
Diaphorase inh = counter-screen for diaphorase-based assays: diaphorase inhibitors and chemical oxidizers | diaphorase resazurin-to-resorufin fluorescence, NADH, 16 min; bacterial (C. kluyveri) enzyme, not human | inhibition, % at 20 µM | 190,000 tested, 0.69% active | AID 1217;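 active = primary screen inhibition at 20 µM above a set limit, cut at about 50% in these data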;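 also: plate controls were DMSO with full reaction for no effect and wells lacking NADH for full effect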
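material = Clostridium kluyveri diaphorase enzyme | amount = 0.14 U/mL diaphorase, enzyme working solution | schedule = incubation 16 min, room temperature | detection = fluorescence of resorufin formed from resazurin, Ex 544/Em 590 nm | benchmarks = positive control minus NADH, DMSO neutral control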
TNAP inh no acc = inhibitors of human TNAP without phosphate acceptor; AID 1012; 200,000 tested, 0.26% active; purified TNAP, CDP-star luminescence, 30 min; inhibition, % at 20 µM; P05186;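 active = tissue-nonspecific alkaline phosphatase inhibition above about 50% at 20 µM in the single-dose screen, limit read from the data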;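 also: 0% = DMSO negative control and 100% = EDTA positive control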
Diaphorase act = activates diaphorase or chemically reduces, flagging diaphorase assay artifacts; activation factor at 20 µM; Diaphorase/resazurin coupled assay, resorufin fluorescence, 16 min; hits give high values; 1 = vehicle wells, 0 = NADH-free wells; 190,000 tested, 0.005% active;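 active = diaphorase activity raised at least twofold by the compound at 20 µM; inactive = activation factor below 2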
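Material: bacterial diaphorase enzyme (C. kluyveri); amount: enzyme 0.07 U/mL final; reagent: NADH substrate 0.114 mM plus resazurin dye 0.1 mM, final; doses: single compound dose of 20 µM, 1% DMSO final; timing: 16 min enzyme reaction, ambient temperature; measured by: fluorescence of resorufin, 544 nm excitation, 590 nm emission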
TNAP inh hiacc = blocks human TNAP under high phosphate acceptor concentration | P05186 | inhibition, % at 20 µM | 200,000 tested, 0.03% active | purified TNAP, CDP-star luminescence, 1 M DEA;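 active = over 50% inhibition of tissue-nonspecific alkaline phosphatase at 20 µM in the single-dose screen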;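 also: plate controls were DMSO wells for no effect and EDTA-quenched wells as full inhibition for full effect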
Numbers without * were called inactive; i = inactive; . = not tested or not shown.

SMILES	PMI act satM6P	FLuc stim CS	Efa HMGR inh	TNAP act hi DEA	G6PDH counter	PMI activator	Diaphorase inh	TNAP inh no acc	Diaphorase act	TNAP inh hiacc
CCCCN(C)CCn1c(=S)[nH]c2ncccc2c1=O	1.1	1.1	-1	1.1	-2	1.1	12	-12	0.9	-5
Cc1ccc(NC(=O)c2ocnc2C)cc1Cl	0.9	0.9	0	1	4	0.9	3	-8	1	0
Cc1ccc(NC(=O)CC2Oc3ccccc3NC2=O)c(C)c1 (stereo not drawn)	1	1.1	1	1.1	-1	1.1	6	-3	0.9	-10
Cc1ccc(-c2nnc(OCCN3CCOCC3)c3ccccc23)cc1	0.9	1	-4	1	2	1	12	-6	0.9	-3
Cc1cc(C=O)c2c(c1)C=CC1(Oc3ccccc3C(=O)N1C)O2 (stereo not drawn)	1	1.1	19*	1	5	1	17	-2	0.8	2
COc1ccccc1NS(=O)(=O)c1cc(NC(=O)c2ccco2)ccc1N1CCOCC1	1	1.1	-3	1	2	1.1	10	-11	0.9	-3
O=C(O)Cc1ccc(S(=O)(=O)Nc2ccccc2C(=O)O)cc1	1	1	2	1	7	1.2	7	-9	0.9	-1
Cc1ccc(OCCCC(=O)Nc2ccc3c(c2)OCO3)cc1	0.9	1	-7	1.1	2	1	19	-12	0.8	-8
CC(=O)C1=C(C)NC(SCC(=O)c2cc(Cl)ccc2Cl)=C(C#N)C1c1ccco1 (stereo not drawn)	0.8	1	.	1	2	1.1	45	-6	0.6	-1
CC1(C)Oc2ccc(C(=O)NC3CCCC3)cc2N(CC(=O)N2CCOCC2)C1=O	0.9	1	-2	1	4	0.9	14	-5	0.9	0
CCOC(=O)c1cc2n(c1/N=C/N(C)C)-c1ccccc1C2=O	0.5	1	-1	1	14	0.4	43	4	0.6	-1
Cc1cccc(-c2noc(CCCC(=O)N3CCOCC3)n2)c1	1.1	1	-6	1	4	1	5	-7	1	-4
N#Cc1c(NC(=O)c2cc([N+](=O)[O-])ccc2N2CCOCC2)sc2c1CCCC2	0.8	1	-1	1	2	0.9	17	-7	0.8	4
C=CCn1c(Br)nc2c1c(=O)n(C)c(=O)n2C	0.9	1	1	1	0	1	13	-2	0.9	2
COCC(=O)Nc1nc2n(n1)C(c1ccccc1Cl)CC(c1ccc(OC)cc1)N2 (stereo not drawn)	0.9	1	-1	1	4	1	15	-7	0.9	-5
COc1ccc(NC(=O)CCC(=O)OCC(=O)c2ccc(Oc3ccc([N+](=O)[O-])cc3)cc2)cc1	1	1	1	1	-5	1	8	-8	0.9	-4
COc1cc(NC(=O)c2cc(CC(C)C)on2)c(OC)cc1Cl	0.7	1	-6	1	-10	0.7	21	-21	0.8	-1
C#CCN1C(=O)S/C(=C\c2ccc(N3CCOCC3)cc2C)C1=O	1	0.8	-7	0.9	8	0.9	2	6	1	5
Cc1c(NS(=O)(=O)c2cccc(C(=O)OCC(=O)N(C)C3CCCCC3)c2)c(=O)n(-c2ccccc2)n1C	0.9	1	5	1	2	0.9	11	0	0.9	-5
CCCOC(=O)c1c(NC(=O)c2cnn3c2NC(c2ccccc2)CC3C(F)(F)F)sc2c1CCCC2 (stereo not drawn)	1	1	-1	1	-10	0.9	10	-11	0.9	-2

Three entries from above, ordered by formula weight, lowest first.
SMILES	PMI act satM6P	FLuc stim CS	Efa HMGR inh	TNAP act hi DEA	G6PDH counter	PMI activator	Diaphorase inh	TNAP inh no acc	Diaphorase act	TNAP inh hiacc
C=CCn1c(Br)nc2c1c(=O)n(C)c(=O)n2C	0.9	1	1	1	0	1	13	-2	0.9	2
N#Cc1c(NC(=O)c2cc([N+](=O)[O-])ccc2N2CCOCC2)sc2c1CCCC2	0.8	1	-1	1	2	0.9	17	-7	0.8	4
CC1(C)Oc2ccc(C(=O)NC3CCCC3)cc2N(CC(=O)N2CCOCC2)C1=O	0.9	1	-2	1	4	0.9	14	-5	0.9	0

(cont.)
SMILES	PMI act satM6P	FLuc stim CS	Efa HMGR inh	TNAP act hi DEA	G6PDH counter	PMI activator	Diaphorase inh	TNAP inh no acc	Diaphorase act	TNAP inh hiacc
Cc1ccc(CNC(=O)Cn2c(=O)c3sccc3n(Cc3ccc([N+](=O)[O-])cc3)c2=O)cc1	0.9	1	0	1	-3	0.8	0	1	1	2
Cc1ccc(-c2cc(C(F)F)n3ncc(C(=O)N4CCN(c5cccc(C)c5C)CC4)c3n2)cc1	0.9	1.1	-6	1	1	0.8	18	-4	0.8	0
Cc1cccc(NC(=O)C2CCCN2C(=O)Oc2ccccc2)c1C (stereo not drawn)	0.9	1	-3	1	6	0.9	16	-6	0.8	-2
CCOc1ccc(NC(=O)CNc2ccc(C)cc2Cl)cc1	1	1	-5	1.1	4	1	21	-22	0.8	-9
N#CC1=C(N)Oc2c(ccc3ccccc23)C1c1ccsc1 (stereo not drawn)	0.5	1	-4	1	8	0.8	24	-1	0.8	5
CC(=O)N1CC[n+]2c(-c3ccc(Cl)cc3)csc21	1.4	1.1	4	1	6	0.9	14	3	0.9	-1
CNC(=O)C1CC(=O)N(Cc2ccc3c(c2)OCO3)C(=Nc2ccc(F)cc2)S1 (stereo not drawn)	0.9	1	-5	1	5	1	12	6	0.9	0
CSc1nnc2c(n1)c(C)nn2-c1ccc(C)cc1	1.1	0.9	-6	1	1	1.1	-13	7	1.1	1
C/C(=N\Nc1ccc(C(=O)O)cc1)c1ccc(-n2ccnc2)cc1	2*	1	-16	1	4	1.6	22	-9	0.8	-4
Cc1ccc(CN2CCN(/N=C/c3ccc(C(F)(F)F)cc3)CC2)c(C)c1	0.9	1.1	0	1	1	0.9	19	-7	0.8	-1
CCOc1ccc(N=CC2=C(O)CC(C)(C)CC2=O)cc1	1	1	-2	1.1	10	1	13	-15	0.9	-8
COc1cc(C(=O)Nc2cccc(-c3nc4cc(C)ccc4o3)c2C)cc(OC)c1OC	1	0.9	0	1.1	4	1	16	-19	0.8	-11
Cc1cccc(NC(=O)Nc2ccc([N+](=O)[O-])cc2)n1	1.1	1	-1	1	2	1.1	-6	-11	1.1	-4
CC(C)Cc1nnc(NC(=O)CC(=O)Nc2ccccc2C(=O)O)s1	1	1	-6	1	1	1	10	5	0.9	0
Clc1ccc(CNC2CCCC2)c(Cl)c1	1	1.1	-1	1.1	2	1.1	7	-7	0.9	-9
Cc1cc(N2CCOCC2)nc2cc(O)ccc12	1	0.9	-2	1	0	1	0	-6	1	1
Cc1c(-c2cc(C(=O)O)no2)cnn1C	1	1.1	3	1	7	1	4	-6	1	-4
O=C1CC(N2CCN(c3cccc(C(F)(F)F)c3)CC2)C(=O)N1c1ccc(F)cc1 (stereo not drawn)	1	1.1	-2	1	3	1.1	4	i	1	2
O=C(Nc1ccccc1Cl)C1CC(=O)n2c(nc3ccccc32)N1 (stereo not drawn)	1	1	-1	1	2	1	2	-46	1	-5

Another view of 16 compounds above:
| canonical_smiles | PMI act satM6P | FLuc stim CS | Efa HMGR inh | TNAP act hi DEA | G6PDH counter | PMI activator | Diaphorase inh | TNAP inh no acc | Diaphorase act | TNAP inh hiacc |
| --- | --- | --- | --- | --- | --- | --- | --- | --- | --- | --- |
| Cc1ccc(CNC(=O)Cn2c(=O)c3sccc3n(Cc3ccc([N+](=O)[O-])cc3)c2=O)cc1 | 0.9 | 1 | 0 | 1 | -3 | 0.8 | 0 | 1 | 1 | 2 |
| Cc1ccc(-c2cc(C(F)F)n3ncc(C(=O)N4CCN(c5cccc(C)c5C)CC4)c3n2)cc1 | 0.9 | 1.1 | -6 | 1 | 1 | 0.8 | 18 | -4 | 0.8 | 0 |
| Cc1cccc(NC(=O)C2CCCN2C(=O)Oc2ccccc2)c1C (stereo not drawn) | 0.9 | 1 | -3 | 1 | 6 | 0.9 | 16 | -6 | 0.8 | -2 |
| CCOc1ccc(NC(=O)CNc2ccc(C)cc2Cl)cc1 | 1 | 1 | -5 | 1.1 | 4 | 1 | 21 | -22 | 0.8 | -9 |
| N#CC1=C(N)Oc2c(ccc3ccccc23)C1c1ccsc1 (stereo not drawn) | 0.5 | 1 | -4 | 1 | 8 | 0.8 | 24 | -1 | 0.8 | 5 |
| CC(=O)N1CC[n+]2c(-c3ccc(Cl)cc3)csc21 | 1.4 | 1.1 | 4 | 1 | 6 | 0.9 | 14 | 3 | 0.9 | -1 |
| CNC(=O)C1CC(=O)N(Cc2ccc3c(c2)OCO3)C(=Nc2ccc(F)cc2)S1 (stereo not drawn) | 0.9 | 1 | -5 | 1 | 5 | 1 | 12 | 6 | 0.9 | 0 |
| CSc1nnc2c(n1)c(C)nn2-c1ccc(C)cc1 | 1.1 | 0.9 | -6 | 1 | 1 | 1.1 | -13 | 7 | 1.1 | 1 |
| C/C(=N\Nc1ccc(C(=O)O)cc1)c1ccc(-n2ccnc2)cc1 | 2* | 1 | -16 | 1 | 4 | 1.6 | 22 | -9 | 0.8 | -4 |
| Cc1ccc(CN2CCN(/N=C/c3ccc(C(F)(F)F)cc3)CC2)c(C)c1 | 0.9 | 1.1 | 0 | 1 | 1 | 0.9 | 19 | -7 | 0.8 | -1 |
| CCOc1ccc(N=CC2=C(O)CC(C)(C)CC2=O)cc1 | 1 | 1 | -2 | 1.1 | 10 | 1 | 13 | -15 | 0.9 | -8 |
| COc1cc(C(=O)Nc2cccc(-c3nc4cc(C)ccc4o3)c2C)cc(OC)c1OC | 1 | 0.9 | 0 | 1.1 | 4 | 1 | 16 | -19 | 0.8 | -11 |
| Cc1cccc(NC(=O)Nc2ccc([N+](=O)[O-])cc2)n1 | 1.1 | 1 | -1 | 1 | 2 | 1.1 | -6 | -11 | 1.1 | -4 |
| CC(C)Cc1nnc(NC(=O)CC(=O)Nc2ccccc2C(=O)O)s1 | 1 | 1 | -6 | 1 | 1 | 1 | 10 | 5 | 0.9 | 0 |
| Clc1ccc(CNC2CCCC2)c(Cl)c1 | 1 | 1.1 | -1 | 1.1 | 2 | 1.1 | 7 | -7 | 0.9 | -9 |
| Cc1cc(N2CCOCC2)nc2cc(O)ccc12 | 1 | 0.9 | -2 | 1 | 0 | 1 | 0 | -6 | 1 | 1 |
